Screens: PubChem BioAssay, several laboratories
HCV NS3 hel inh: blocks Hepatitis C virus NS3 helicase unwinding; NS3 helicase DNA unwinding, Cy5 molecular beacon fluorescence; inhibition, % at 10.9 µM; hit rate 0.56% among 290,000;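 active means inhibition above the mean of all tested compounds plus 3 SD, set per campaign, cut at about 35% in these data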;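 further: 0% = DMSO wells and 100% = thioflavine S control wells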
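Control set: DMSO versus 110 µM thioflavine S; Material: NS3 helicase fragment of HCV; Measured by: Cy5 fluorescence at 0 and 60 min, beacon hairpin quenching; Read-out basis: percent inhibition from t60/t0 fluorescence ratio; Times: reaction time 60 min, 25 °C; Repeats: single replicate; Compound dosing: single dose, 10.9 µM nominal final, DMSO 0.8% final.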
IDE cell activ: activators of human insulin-degrading enzyme in cells. AID 493087. P14735. HEK cells, FAbeta-B cleavage, fluorescence polarization; 0% vehicle, 100% cell-free pure enzyme wells. hit rate 0.073% among 340,000. activation, % at 5.96 µM;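 active means activation above the mean of all tested compounds plus 3 SD, set per screening campaign, cut at about 17% in these data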
UBC9 SUMO inh: SUMOylation inhibition | inhibition, % at 35 µM | AID 2006 | HTRF SUMOylation assay, SAE1/SAE2 + UBC9, in vitro | P63279 | hit rate 0.36% among 290,000; in the data active means inhibition above about 50%, passing the limit was not always enough; further: strong numbers were not always called active
Target sequence (P63279 whole entry, looked up): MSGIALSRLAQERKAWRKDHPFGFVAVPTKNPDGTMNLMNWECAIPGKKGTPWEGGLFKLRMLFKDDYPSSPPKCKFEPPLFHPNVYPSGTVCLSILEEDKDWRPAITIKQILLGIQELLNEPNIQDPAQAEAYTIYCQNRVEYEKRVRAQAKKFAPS
p-CIP stab down: lowers stability of the mouse p/CIP coactivator protein. decrease of EGFP signal, % at 10 µM. AID 1984. F442A p/CIP-EGFP cells, EGFP fluorescence, 16 h. Q05BA5. hit rate 0.01% among 290,000;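 active means EGFP signal decrease of at least 30% at 10 µM or well 3 SD below plate mean, unless failing retest; inactive means the rest, including hits failing retest or dose response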; further: some compounds called inactive have numbers as strong as hits; many of its hits are not listed in these tables
IMP-1 inhibitor: inhibitors of Pseudomonas aeruginosa IMP-1 metallo-beta-lactamase; hit rate 0.45% among 290,000; purified IMP-1, nitrocefin hydrolysis, epi-absorbance fluorescence; inhibition, % at 5.6 µM;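 active means inhibition above the mean plus 3 SD of all compounds in the same screening run, cut at about 4.5% in these data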;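 further: 0% = IMP-1 with DMSO and 100% = DMSO wells lacking enzyme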
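System: purified IMP-1 / Input: IMP-1 dispensed at 0.2 nM / Medium: 50 mM HEPES pH 7.1, 50 µM ZnSO4, 0.05% Brij 35 / Timing: 15 min enzyme–compound preincubation, then 25 min nitrocefin reaction, 25 °C / Technique: plate fluorescence quenching by hydrolysis product, ex 480/em 530 nm / Repeats: singlicate testing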
VIM-2 inh: blocks Pseudomonas aeruginosa VIM-2 metallo-beta-lactamase; purified VIM-2, nitrocefin hydrolysis, epi-absorbance fluorescence; inhibition, % at 5.6 µM; hit rate 0.89% among 290,000;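 active means inhibition above the mean of all tested compounds plus 3 SD, cutoff set per screening run, cut at about 7.5% in these data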;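 further: red hydrolysis product quenches plate fluorescence so inhibitors raise well fluorescence; 0% = enzyme with DMSO and 100% = DMSO without enzyme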
IDE cell inh: cellular human IDE inhibition; P14735; HEK cells, FAbetaB cleavage, fluorescence polarization; inhibition, % at 5.59 µM; hit rate 0.41% among 320,000; AID 434962;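 active means percent inhibition above the average of all tested compounds plus 3 SD, set per screening campaign, cut at about 16% in these data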;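 further: IDE supplied by intact live HEK cells; FP after avidin binding of uncleaved biotin substrate so inhibition keeps polarization high; 0% = DMSO wells and 100% = 60 µM reference IDE inhibitor Ii1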
CRFR2-BP antag: antagonists of CRF-binding protein/CRF-R2 receptor complex; inhibition, % at 11.8 µM; hit rate 0.59% among 350,000; HEK293 CRF-R2/CRF-BP, CRF-induced calcium fluorescence;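 active means inhibition of the ligand-induced calcium signal above about 50% at the single tested concentration, limit read from the data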
GalR3 antag: antagonists of human GalR3 | O60755 | HEK293 GalR3-CNG cAMP membrane potential fluorescence; galR3 body fused to GalR1 C-terminus | inhibition, % at 3 µM | hit rate 0.44% among 360,000 | AID 651719;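 active means inhibition above the screen-wide average plus 3 SD, cut at about 13% in these data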;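 further: forskolin and galanin both at EC90 stimulate the cells; cAMP rise reported by CNG channel membrane potential dye signal; 0% = forskolin plus galanin with DMSO and 100% = forskolin alone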
Target sequence (O60755 1-299 limits assumed): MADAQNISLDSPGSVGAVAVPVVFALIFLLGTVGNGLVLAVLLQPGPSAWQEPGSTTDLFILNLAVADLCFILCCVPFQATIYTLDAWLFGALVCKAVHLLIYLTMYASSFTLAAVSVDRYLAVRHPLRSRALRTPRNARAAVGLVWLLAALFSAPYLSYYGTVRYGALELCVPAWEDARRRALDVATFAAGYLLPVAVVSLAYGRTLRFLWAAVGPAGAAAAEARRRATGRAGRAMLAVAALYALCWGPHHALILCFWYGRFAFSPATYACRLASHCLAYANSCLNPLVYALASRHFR
Starred values were filed as active, the others as inactive; / = not tested or not shown. No enrichment for hits; any-hit rate near 3.2%.

SMILES	HCV NS3 hel inh	IDE cell activ	UBC9 SUMO inh	p-CIP stab down	IMP-1 inhibitor	VIM-2 inh	IDE cell inh	CRFR2-BP antag	GalR3 antag
O=C1Cc2ccccc2N1c1c(Cl)cccc1Cl	-2	0	-10	-6	-2.9	-1.6	5	7	-3
COc1ccc(NS(=O)(=O)c2ccc3oc(SC4CCOC4=O)nc3c2)cc1 (centres undefined)	-1	-3	11	-6	0.8	-3.1	1	-4	-6
CC(=O)N1CCc2cc(Br)cc(S(=O)(=O)NCC3CCCO3)c21 (centres undefined)	-2	7	-2	4	-0.8	-1.0	11	12	-9
COc1ccc(OC)c2[nH]c(=O)c(CCNC(=O)Cc3cccs3)cc12	0	2	6	-7	-2.2	-0.7	-6	2	-1
CN1C(C(=O)NCc2cccc(Br)c2)CC2Cn3c(nc4cc5ccccc5cc43)C21 (centres undefined)	/	2	-3	8	/	/	-1	-2	-1
COc1ccc(-c2cn(CCN)c(-c3ccncc3)n2)cc1	/	-2	/	/	/	/	6	-5	-7
C=C(C)c1cccc(C(C)(C)NC(=O)N2CC(C)OC(C)C2)c1 (centres undefined)	-3	5	3	3	-1.4	-1.4	3	-13	-5
O=C(CCS(=O)(=O)c1ccc(Cl)cc1)Nc1ccc(N2CCOCC2)cc1	5	6	-4	5	-2.6	-2.5	5	3	1
O=C(NC1CCN(Cc2ccccc2)CC1)C(NS(=O)(=O)c1cccc2nsnc12)c1ccccc1 (centres undefined)	8	3	-10	4	-3.9	-1.8	-2	32	-3
CCc1ccccc1NC(=O)CSc1n[nH]c(-c2cccnc2)n1	2	-1	2	3	-3.1	-0.9	1	2	-5

Reprinted at random: 3 compounds from above, in no set order.
SMILES	HCV NS3 hel inh	IDE cell activ	UBC9 SUMO inh	p-CIP stab down	IMP-1 inhibitor	VIM-2 inh	IDE cell inh	CRFR2-BP antag	GalR3 antag
CCc1ccccc1NC(=O)CSc1n[nH]c(-c2cccnc2)n1	2	-1	2	3	-3.1	-0.9	1	2	-5
C=C(C)c1cccc(C(C)(C)NC(=O)N2CC(C)OC(C)C2)c1 (centres undefined)	-3	5	3	3	-1.4	-1.4	3	-13	-5
COc1ccc(OC)c2[nH]c(=O)c(CCNC(=O)Cc3cccs3)cc12	0	2	6	-7	-2.2	-0.7	-6	2	-1

The listing continues:
SMILES	HCV NS3 hel inh	IDE cell activ	UBC9 SUMO inh	p-CIP stab down	IMP-1 inhibitor	VIM-2 inh	IDE cell inh	CRFR2-BP antag	GalR3 antag
COc1ccc(C(CCN)Cc2ccccc2)cc1 (centres undefined)	-14	-4	-14	13	-1.1	-0.8	1	-9	-5
O=[N+]([O-])c1ccc(OCCn2cnc3ccccc32)cc1	-4	5	6	-8	-2.7	-1.4	2	14	-4
N#Cc1cccc(-c2cn(S(=O)(=O)c3ccc(Cl)cc3)nc2N)c1	14	3	0	1	-0.6	-2.3	4	-2	-2
ON=C1c2cc(OCCN3CCCCC3)ccc2-c2ccc(OCCN3CCCCC3)cc21	7	-3	3	-3	5.6*	6.2	3	9	/
Cc1cccc(NS(=O)(=O)c2cc3c4c(c2)C(C)C(=O)N4CCC3)c1 (centres undefined)	-4	-3	/	-6	-3.2	-4.7	6	-9	-7
CCCOc1ccc(C(=O)Nc2ccc(N3CCN(C(C)=O)CC3)cc2)cc1	-1	-5	-19	3	-1.6	-4.5	5	5	-3
CCN(CC)C(=O)COc1cc(C)c(Cl)c(C)c1	0	5	-42	-1	0.6	-0.3	-5	-1	-2
COc1ccc(-c2nnc3n2N=C(C)CS3)cc1	5	0	15	-9	-3.5	-3.1	0	15	-3
O=C(OCC(=O)N1CCCC1)c1ccccc1O	-4	-3	12	-11	-2.1	0.7	-2	3	-7
COc1c(C)cc(Br)cc1C(=O)Nc1ccc(N2CCN(S(C)(=O)=O)CC2)cc1	-2	1	18	1	-3.2	-4.1	-2	13	-2
COc1ccc([N+](=O)[O-])cc1N(CC(=O)N1CCN(Cc2ccccc2)CC1)S(C)(=O)=O	-3	1	4	6	-3.0	-2.7	1	16	-7
COC(=O)Cn1c(C)c(C(C)=O)c(C(C)=O)c1C	0	1	11	-5	-0.5	0.5	-1	2	2
Cc1c([N+](=O)[O-])cnc(Sc2ccccc2)c1[N+](=O)[O-]	/	5	/	/	/	/	9	3	-5
CC1CC(C)CN(S(=O)(=O)c2ccc(C(C)(C)C)cc2)C1 (centres undefined)	-4	8	-15	-12	-1.1	2.5	-3	-10	-10
Cc1ccc(CS(=O)Cc2ccc(C(=O)NCCc3ccccc3)o2)cc1 (centres undefined)	7	-5	-4	-17	-1.9	-2.0	5	-10	-6
CS(=O)(=O)c1cccc(C(=O)OCC(=O)NC(=O)Nc2ccccc2F)c1	/	2	/	/	/	/	1	12	-1
COc1cccc(C(=O)NCCS(=O)(=O)N2CCCCC2)c1	/	5	/	/	/	/	2	-1	-2
O=[N+]([O-])c1nn(-c2ccc3c(c2)OCCO3)n(O)c1=NCc1ccccc1Cl	3	6	25	-1	-2.9	-1.9	-7	5	-6
COCCCn1c(SCC(=O)c2ccccc2)nc2ccccc2c1=O	21	-1	-12	2	-3.7	-1.5	7	5	-8
Cc1ccnc(NS(=O)(=O)c2cccc([N+](=O)[O-])c2)c1	-9	4	4	0	-0.8	-0.1	1	-3	-7
Nc1nonc1-n1nnc(C(=O)N/N=C/c2ccoc2)c1-c1ccccc1	5	1	5	6	-3.9	-4.7	2	-25	-9
O=S(=O)(NC1CC(NS(=O)(=O)OCC(Cl)(Cl)Cl)C2CCCCC12)OCC(Cl)(Cl)Cl (centres undefined)	-7	5	-6	-12	-2.4	-1.9	-1	-16	/
CCn1nnc(NC(=O)c2cccc(-c3cc4ccccc4oc3=O)c2)n1	6	8	7	2	-0.8	-0.2	7	-18	-6
CC(=O)C1CCC2C3CCC4=CC(=O)CC[C@]4(C)[C@@]3(F)C(O)C[C@]12C (some centres undefined)	6	2	10	-5	-2.5	-2.4	6	-3	-9
CC1(C)CC(=O)C(C=NCCc2ccc(O)cc2)=C(O)C1	0	6	-11	-6	-2.0	-3.0	5	14	-5
CN(C)CCn1c(=O)n(-c2cccc(Cl)c2)c(=O)c2c3c(sc21)CCCCC3	-47	-1	0	0	-3.4	-1.8	3	-5	-5
O=C(CSc1nnc(CNC(=O)c2c(F)cccc2F)o1)NCc1ccco1	5	4	9	9	0.8	0.4	-3	-18	/
CCOC(=O)C1CCN(C(=O)c2cc3c(s2)-c2ccccc2OC3)CC1	-16	-4	9	-20	-1.9	0.3	0	33	-1
CNC(=O)N(c1ccccc1)c1ccccc1	8	1	34	-1	-2.6	-2.7	1	-16	-6
CC1(C(=O)N2CC3(CC(c4ccccc4)=NO3)C[C@H]2C(=O)NCC(N)=O)CC1 (some centres undefined)	-4	1	-13	-1	-2.5	-4.4	-2	-5	-3
Cn1nc(C(F)(F)F)c(-c2ccccc2)c1NC(=O)c1ccco1	-4	4	24	-9	-1.5	-0.6	-2	6	2
O=C(NCc1ccco1)c1nc2ccccc2s1	2	3	10	4	-0.5	0.0	-1	26	-6
COc1ccc(S(=O)(=O)Nc2nnc(Cc3ccc(OC)c(OC)c3)s2)cc1	15	5	11	-10	-4.1	-2.9	6	12	-2
O=C1CC(N2CCN(Cc3ccccc3)CC2)C(=O)N1 (centres undefined)	5	3	1	-8	-2.0	-2.8	0	-13	-4
O=C(Nc1ccc(-c2cnco2)cc1)c1ccc(Cl)cc1	1	/	9	4	-3.1	-2.9	4	9	-3
O=C(Nc1ccccc1N1CCOCC1)c1cc(-c2ccco2)nc2ccccc12	9	1	21	-15	-4.6	-3.5	8	-29	2
O=C(COC(=O)c1cc[n+]([O-])cc1)Nc1ccc(F)c([N+](=O)[O-])c1	-2	-2	0	-2	-1.0	-0.2	10	11	-6
COc1ccc(OCCN2CCN(C(=O)c3ccc(OC(F)F)c(OC)c3)CC2)cc1	-12	-4	5	4	-5.3	-2.3	-1	1	-10
c1ccc(C[C@H]2CNCCN2CC2CCCCC2)cc1	/	3	/	/	/	/	0	-6	-9
COc1ccc(NC(=S)NN2CCN(C)CC2)cc1OC	-17	-1	6	-5	-0.7	3.6	3	-19	-1
COc1cc(NC(=O)Cn2nnc(-c3ccncc3)n2)cc(OC)c1	8	3	11	-13	-3.5	-1.7	-3	-18	-4
Cn1cccc1/C=C1\SC(=O)N(c2ccccc2)C1=O	2	-1	10	-17	-0.8	-1.5	-3	-12	-8
Cc1nnc(NC(=O)c2cccc(S(=O)(=O)N3CCOCC3)c2)s1	7	-2	20	-5	-2.0	-3.9	4	-52	-1
CN(Cc1ccccc1)C(=O)Cn1c(=O)c2cccn2c2cccnc21	-5	-5	12	-10	-1.3	-1.6	3	4	-5
COc1ccc(C(CNc2ncnc3sc(C)c(C)c23)N(C)C)cc1 (centres undefined)	-6	-6	-2	1	0.2	8.8*	0	-7	-7
CC(=S)/C=C1\Sc2ccccc2N1C	0	-4	20	-6	1.4	3.9	3	-21	-10
O=C(O)c1ccc(N2C(=O)C3C4c5ccccc5C(Br)(c5ccccc54)C3C2=O)cc1 (centres undefined)	28	-3	11	-2	-1.1	-2.7	-4	12	-3
N#CC1=C(SCc2ccccc2)NC(=O)CC1c1cccc(O)c1 (centres undefined)	-2	2	17	-6	-3.3	-0.7	-5	4	-1
CC(C)C(=O)NC(NC1CCS(=O)(=O)C1)C(Cl)(Cl)Cl (centres undefined)	-15	-4	15	-4	-3.5	0.5	8	-3	0
O=S1(=O)N=C(N2CCCc3ccccc32)c2ccccc21	5	1	11	0	-3.2	0.0	4	16	-7
(cont.)
SMILES	HCV NS3 hel inh	IDE cell activ	UBC9 SUMO inh	p-CIP stab down	IMP-1 inhibitor	VIM-2 inh	IDE cell inh	CRFR2-BP antag	GalR3 antag
O=C(NC1CC1)c1sccc1-n1cccc1	2	2	-4	4	-0.3	0.4	0	-5	-5
O=S(=O)(c1ccc(-c2n[nH]c(=S)o2)cc1)N1CCCC1	0	2	4	-17	-3.5	-4.4	3	-6	1
CC(NC(=O)c1cc(S(=O)(=O)N(C)C)ccc1Cl)C1CC2CCC1C2 (centres undefined)	8	1	0	0	-0.3	-0.7	0	-2	-9
CCOC(=O)C1(CC)NC(c2ccc(N(C)C)cc2)C2C(=O)N(C)C(=O)C21 (centres undefined)	-3	-1	20	-18	-2.0	-1.3	-3	-10	-6
Cn1cc(S(=O)(=O)NCc2ccco2)c(=O)n(C)c1=O	-5	1	12	-5	-2.8	0.9	5	-4	/
CC(C)c1nc(CNC(=O)C2CCC(=O)N(CCc3ccc(Cl)cc3)C2)no1 (centres undefined)	3	6	3	2	-2.0	1.2	4	8	-3
O=C(Cc1ccc(-n2c(=O)c3sccc3n(CC(=O)Nc3ccccc3F)c2=O)cc1)NCc1ccco1	-6	6	3	1	-1.3	-2.8	0	-1	2
O=C(COC(=O)c1ccc[n+]([O-])c1)Nc1c(Br)cc([N+](=O)[O-])cc1Br	-8	/	10	2	-3.5	-2.5	-2	/	/
CCN(CC)CCC#CC(O)(c1ccccc1)C1CCCCC1 (centres undefined)	-25	0	4	1	-0.4	-3.8	14	-15	-15
